HKDC1 inhibitor: HKDC1 hexokinase inhibitors, primary screen, biochemical, fluorescence, uHTS. AID 493160, 2011. recombinant HKDC1, G6PDH/diaphorase resazurin coupled fluorescence. inhibition, % at 20 µM. 0.16% of 340,000 active;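 active = inhibition above about 35% when tested at 20 µM, limit read from the data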;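 note: plate controls were DMSO wells with enzyme for no effect and DMSO wells lacking enzyme for full effect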
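Assay system: recombinant HKDC1 hexokinase; detection: coupled resazurin fluorescence, excitation 525 nm, emission 613 nm; benchmarks: DMSO-plus-enzyme-mix negative control, buffer-substituted positive control; compound dosing: single 20 µM dose; schedule: 90 min at room temperature in dark; also added: glucose plus 1 mM ATP as hexokinase substrates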
MIN6 prolif: inducers of MIN6 beta-cell proliferation, primary screen, ATP luminescence, uHTS; MIN6 cells proliferation, ATPlite luminescence, 48 h; cells starved in 0.2% serum; 100% = growth in 10% serum; proliferation, % at 10 µM; 0.29% of 330,000 active;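 active = compounds whose signal lies at least 3.5 SD above the mean of all wells on their plate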;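 note: 0% = DMSO-treated cells in low-serum medium and 100% = 10% serum control; some compounds called inactive have numbers as strong as hits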
SENP6 block: SENP6 protease inhibitors, primary screen, biochemical, luminescence, uHTS | inhibition, % at 10 µM | AID 2599, 2010 | Recombinant SENP6 catalytic domain, aminoluciferin luminescence | Sentrin-specific protease 6 (Homo sapiens), Q9GZR1 | 1.8% of 330,000 active;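 active = inhibition above about 50% at the single tested dose, limit read from the data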;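 note: plate controls were DMSO wells with enzyme for no effect and DMSO wells lacking enzyme for full effect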
SENP8 block-1: human SENP8 protease inhibitors, primary screen, biochemical, fluorescence, Nedd8 protein substrate, uHTS; AID 602440, 2012; 0.64% of 360,000 active; inhibition, % at 20 µM; recombinant SENP8; Sentrin-specific protease 8 (Homo sapiens), Q96LD8; in the data active = inhibition mostly above about 40%, no sharp cut-off; inactive = mostly below about 27%
Target sequence (Q96LD8 whole entry, looked up): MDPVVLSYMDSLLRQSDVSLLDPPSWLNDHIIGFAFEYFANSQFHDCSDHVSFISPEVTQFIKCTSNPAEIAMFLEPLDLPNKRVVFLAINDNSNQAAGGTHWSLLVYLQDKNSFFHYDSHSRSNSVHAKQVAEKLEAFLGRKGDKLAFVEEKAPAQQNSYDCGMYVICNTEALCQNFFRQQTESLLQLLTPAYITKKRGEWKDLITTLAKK
SENP7 inh: SENP7 protease inhibitors, primary screen, biochemical, luminescence, uHTS; Sentrin-specific protease 7 (Homo sapiens), Q9BQF6; recombinant SENP7, Z-RLRGG-aminoluciferin luminescence, 40 min; inhibition, % at 5 µM; 1.5% of 330,000 active; AID 434973, 2010;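 active = inhibition above about 50% at the single test dose, limit read from the data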;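 note: plate controls were DMSO with enzyme for no effect and no enzyme buffer wells for full effect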
Target sequence (Q9BQF6 706-1050 limits assumed): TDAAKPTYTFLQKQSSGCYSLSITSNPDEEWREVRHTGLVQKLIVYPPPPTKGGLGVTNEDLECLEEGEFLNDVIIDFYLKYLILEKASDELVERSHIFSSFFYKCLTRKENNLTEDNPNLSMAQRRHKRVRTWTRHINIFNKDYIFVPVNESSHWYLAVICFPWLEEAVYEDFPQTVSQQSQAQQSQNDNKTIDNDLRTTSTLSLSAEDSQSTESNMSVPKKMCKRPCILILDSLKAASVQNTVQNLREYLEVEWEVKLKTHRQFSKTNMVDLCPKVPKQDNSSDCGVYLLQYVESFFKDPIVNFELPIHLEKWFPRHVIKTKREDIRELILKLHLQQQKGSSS
SENP1 inh: human SENP1 catalytic domain inhibitors, primary screen, biochemical, FRET, uHTS. Sentrin-specific protease 1 (Homo sapiens), Q9P0U3. recombinant SENP1 catalytic domain, CyPet-SUMO1-YPet FRET cleavage. inhibition, % at 10 µM. 0.21% of 360,000 active. AID 624204, 2012;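 active = inhibition at least 30% at 10 µM, raw YFP signal under a set limit, fluorescence ratio 0.5 to 1.5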;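 note: 0% = enzyme with DMSO and 100% = no enzyme wells; some results filed as inactive read as strong as hits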
Target sequence (Q9P0U3 419-644 limits assumed): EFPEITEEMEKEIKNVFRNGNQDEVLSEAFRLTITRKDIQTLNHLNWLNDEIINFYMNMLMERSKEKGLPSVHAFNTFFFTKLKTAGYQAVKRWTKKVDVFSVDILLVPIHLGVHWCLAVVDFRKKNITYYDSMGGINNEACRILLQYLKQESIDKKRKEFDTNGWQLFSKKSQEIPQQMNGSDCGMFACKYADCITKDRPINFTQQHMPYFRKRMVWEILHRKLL
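Controls: no-enzyme wells low, DMSO-plus-enzyme wells high control. Test system: human recombinant His6-tagged SENP1 catalytic domain enzyme. Reagent: SFCypet-SUMO1-SFYpet FRET protein substrate, 25 nM final. Doses: one dose per compound, 10 µM, 0.5% DMSO. Detection: FRET, CFP and YFP emission. Timing: 50 min reaction at room temperature.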
UBC13 inh: UBC13 polyubiquitin chain formation inhibitors, primary screen, biochemical, TR-FRET, uHTS; inhibition, % at 20 µM; 0.47% of 330,000 active; in the data active = inhibition above about 45%, passing the limit was not always enough
SENP8 block-2: SENP8 protease inhibitors, primary screen, biochemical, luminescence; Sentrin-specific protease 8 (Homo sapiens), Q96LD8; purified SENP8, Z-RLRGG-aminoluciferin cleavage; inhibition, % at 10 µM; 1.2% of 330,000 active; AID 2540, 2010; in the data active = inhibition above about 50%
PfG6PD inh: PfG6PD enzyme inhibitors, primary screen, biochemical, fluorescence intensity, uHTS; glucose-6-phosphate dehydrogenase-6-phosphogluconolactonase (Plasmodium falciparum 3D7); PfGluPho enzyme, NADPH resazurin-diaphorase fluorescence; inhibition, % at 20 µM; 0.78% of 350,000 active; AID 504690, 2011;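 active = inhibition reaching at least a set limit at 20 µM in the primary screen, cut at about 59% in these data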;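 note: 0% = DMSO wells with substrate and 100% = DMSO wells lacking glucose-6-phosphate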
* marks the source's active call; other numbers are inactive results. Outcome played no part in choosing rows. About 4% of those tested had a hit in this group.

Under each structure – MIN6 prolif	SENP8 block-2	HKDC1 inhibitor	UBC13 inh	SENP1 inh	SENP6 block	SENP8 block-1	SENP7 inh	PfG6PD inh
- COc1cc(/C=N/N2CCN(c3ccccc3OC)CC2)ccc1OC(C)=O
→ -1	0	3	4	0	3	17	-5	4
- O=C(Nc1ccc(S(=O)(=O)N2CCCC2)cc1)C1CC(=O)N(c2ccccc2)C1 (stereo not drawn)
→ -1	-8	11	-9	3	-3	2	-8	9
- COc1cc(NC(=O)CN2CCN(c3ccccc3O)CC2)c(C)cc1[N+](=O)[O-]
→ 1	-15	-6	-6	2	-28	24	-3	14
- N#Cc1ccc(CN2CCN(C(=O)c3cc(C4CC4)nn3-c3ccccc3)CC2)cc1
→ -1	-15	-2	-6	-1	-13	8	-2	7
- Cc1c(/C=N/NC(=O)c2sc3ccccc3c2Cl)cnn1C
→ -1	-3	-20	-6	3	-14	4	1	-12
- Cc1nn(C)c(C(=O)Sc2ccccc2)c1[N+](=O)[O-]
→ -3	-1	-1	8	1	-27	18	-1	1
- COc1ccc2[nH]c(=O)c(-c3nnn(-c4ccccc4)n3)cc2c1
→ 0	2	1	-10	-146	5	-479	-2	14
- COC(=O)C(C)(N)Cc1ccc(O)cc1 (stereo not drawn)
→ -1	-2	-8	1	1	-16	6	1	-1
- COc1ccc(OCCNC(=O)Nc2cc(F)c(F)cc2Cl)cc1
→ 0	-5	-4	2	1	-8	4	7	10
- Fc1ccc(NC(=S)NCc2cccs2)cc1
→ 0	-11	-4	-7	1	-6	9	-8	-10
- CCOC(=O)c1[nH]nc(-c2cc(CC)c(O)cc2O)c1-c1cscn1
→ -2	4	11	24	1	14	2	1	18
- CC(C)CC(=O)Nc1ccc(Cc2ccncc2)cc1
→ -1	4	-10	-3	1	4	12	6	4
- COC(=O)CC(NC(=O)c1ccc(C)cc1)c1ccc2c(c1)OCO2 (stereo not drawn)
→ -3	-10	-5	-8	1	-7	5	-6	-8
- CCOC(=O)C(Cc1c[nH]c2ccccc12)NC(=O)CNC(C)=O (stereo not drawn)
→ 1	11	-2	2	2	7	24	4	-2
- O=C(c1ccc(Br)cc1)N1CCCC1
→ -1	-1	-3	2	4	-16	22	0	-12
- CCCCCC(=O)Nc1cc(S(=O)(=O)N2CCOCC2)ccc1N1CCCC1
→ -1	7	-2	3	0	7	4	4	-13
- COC(=O)[C@H](Cc1ccccc1)NC(=O)N(C)Cc1ccccc1
→ 0	1	-3	-5	0	-16	25	-8	0
- CCOC(=O)CC1C(C(=O)OCC)ON2OC(C(=O)OC)C(C(=O)OCC)C12 (stereo not drawn)
→ 1	-4	-2	-13	-2	-23	18	-11	-5
- C(=N\Nc1nc(N2CCOCC2)nc(N2CCOCC2)n1)/c1cccnc1
→ -1	5	4	9	2	-5	5	5	1
- COc1ccc(NC(=O)c2cccc(N3C(=O)C4C5C=CC(C6CC56)C4C3=O)c2)cc1 (stereo not drawn)
→ -2	-5	-1	-4	1	-5	1	-1	-8
- O=C(c1cccc(OC2CCN(Cc3cc(F)cc(F)c3)CC2)c1)N1CCCC1
→ 0	-7	-5	3	-1	-4	2	-5	-13
- O=c1[nH]c2ccccc2n1CCCSCCCn1c(=O)[nH]c2ccccc21
→ -1	-1	-5	-1	2	-1	30	5	8
- O=C(Nc1ccccc1Cc1ccccc1)c1ccccc1F
→ 0	0	-5	1	-2	-8	2	-1	-1
- NNc1nc2c(Cl)cccc2s1
→ 0	-1	14	-9	1	-10	17	6	-1
- O=c1[nH]c(C2CCN(S(=O)(=O)Cc3ccccc3)CC2)nc2c1nnn2Cc1ccccc1
→ 0	-8	0	0	1	-29	5	-12	-11
- Cc1cccc(NC(=O)c2cnccn2)c1
→ 1	-15	-3	-2	-1	-2	24	11	-12
- C=CCN1C(=O)C2(NC(=O)c3ccccc3N2)c2ccccc21 (stereo not drawn)
→ -2	0	-14	12	-13	-7	-415	7	3
- O=C(C1CCCN(S(=O)(=O)c2cccc3nsnc23)C1)N1CCN(c2ccccn2)CC1 (stereo not drawn)
→ 0	-8	2	-10	4	-22	27	-6	-7
- COCc1cc(C)nc2sc(C(=O)OC)c(N)c12
→ -2	-2	2	-1	-48	-8	-353	-7	3
- CCCCNC(=O)c1cc2cc(CC)ccc2[nH]1
→ -3	-9	2	6	-12	-26	-51	7	-5
- CCOC(=O)N1C(=O)c2cc(OC)ccc2S1(=O)=O
→ -2	3	-8	-6	3	7	11	1	-19
- COc1ccc(/C=C(\C#N)C(=O)C(C)(C)n2cncn2)cc1
→ 2	0	11	-5	24	-7	-2	-6	-28
- Nc1ncnc2nc(N3CCN(C(=O)c4ccccc4)CC3)[nH]c12
→ -3	-5	-9	24	0	-3	36	-10	-22
- CCc1ccc(C2CC(c3ccccc3)Nc3nc(N)nn32)cc1 (stereo not drawn)
→ 7	-3	-3	6	-3	-10	-104	5	0
- COc1ccc(Cl)cc1C(=O)Nc1nc2ccccc2[nH]1
→ -4	90*	-4	16	1	96*	-310	98*	28
- CN1CCN(/N=C/c2nc(-c3ccccc3)n3ccccc23)CC1
→ -3	-8	-8	-21	0	1	-125	-1	-2
- O=C(Cn1[nH]c(=O)c2ccccc2c1=O)NNC(=O)c1ccccc1
→ -2	-7	19	-8	-1	-8	9	-5	-9
- O=C(CCC(=O)N1CCOc2ccccc21)Nc1cc(F)ccc1F
→ -4	-3	-6	1	1	-5	10	-11	7
- CNC(=O)c1[nH]nc2c1CCc1ccccc1-2
→ 1	4	3	8	-2	15	7	-1	-36
- COc1ccc(C(=O)CSc2nnc(-c3cc(C)on3)o2)cc1
→ 1	2	-4	0	0	-5	8	1	5
- Cn1cc([C@@H]2C[C@H]3CN(C4CCCC4)C(=O)[C@]34CCCN24)c(-c2ccccc2)n1
→ -2	1	-12	6	1	-5	14	4	8
- COc1cccc2c(=O)n(CC(=O)N3CCC(C)CC3)ccc12
→ 4	3	1	-4	1	7	-63	4	6
- CCN(CC)C(=O)c1cn(CCC#N)nc1-c1ccc2ccccc2c1
→ 1	-3	-7	7	3	2	4	-1	-9
- Cc1cc(F)ccc1S(=O)(=O)Nc1ccccc1C(=O)Nc1ccccc1N1CCOCC1
→ 0	-4	-9	2	3	-7	-148	-5	-56
- CC(=O)c1ccc(NC(=O)Nc2sc(NS(=O)(=O)c3ccccc3)nc2C)cc1
→ -2	5	12	1	-1	-3	5	-2	-19
- CCc1nc(N)nc(N)c1-c1ccc(Cl)cc1
→ 0	11	0	16	6	0	-2	-10	-13
- Cc1cc(C)n(CCO)c(=O)n1
→ -2	-5	-10	5	-1	-9	4	3	-15
- Cc1nc2nc(C)c(CCC(=O)NC3CCCCC3)c(C)n2n1
→ -1	2	-2	-6	1	7	16	-11	-6
- COCCn1nnnc1C1(N(Cc2cc3cc(C)ccc3[nH]c2=O)CC2CCCO2)CCN(C)CC1 (stereo not drawn)
→ -2	1	2	5	-11	-10	-87	1	0

Filtered by structure, those above with a halogen (11)
Under each structure – MIN6 prolif	SENP8 block-2	HKDC1 inhibitor	UBC13 inh	SENP1 inh	SENP6 block	SENP8 block-1	SENP7 inh	PfG6PD inh
- Cc1c(/C=N/NC(=O)c2sc3ccccc3c2Cl)cnn1C
→ -1	-3	-20	-6	3	-14	4	1	-12
- COc1ccc(OCCNC(=O)Nc2cc(F)c(F)cc2Cl)cc1
→ 0	-5	-4	2	1	-8	4	7	10
- Fc1ccc(NC(=S)NCc2cccs2)cc1
→ 0	-11	-4	-7	1	-6	9	-8	-10
- O=C(c1ccc(Br)cc1)N1CCCC1
→ -1	-1	-3	2	4	-16	22	0	-12
- O=C(c1cccc(OC2CCN(Cc3cc(F)cc(F)c3)CC2)c1)N1CCCC1
→ 0	-7	-5	3	-1	-4	2	-5	-13
- O=C(Nc1ccccc1Cc1ccccc1)c1ccccc1F
→ 0	0	-5	1	-2	-8	2	-1	-1
- NNc1nc2c(Cl)cccc2s1
→ 0	-1	14	-9	1	-10	17	6	-1
- COc1ccc(Cl)cc1C(=O)Nc1nc2ccccc2[nH]1
→ -4	90*	-4	16	1	96*	-310	98*	28
- O=C(CCC(=O)N1CCOc2ccccc21)Nc1cc(F)ccc1F
→ -4	-3	-6	1	1	-5	10	-11	7
- Cc1cc(F)ccc1S(=O)(=O)Nc1ccccc1C(=O)Nc1ccccc1N1CCOCC1
→ 0	-4	-9	2	3	-7	-148	-5	-56
- CCc1nc(N)nc(N)c1-c1ccc(Cl)cc1
→ 0	11	0	16	6	0	-2	-10	-13

Screening data (PubChem)
